High-throughput results deposited in PubChem BioAssay by National Center for Advancing Translational Sciences (NCATS).
Mito fusion yeast: mitochondrial division inhibition or fusion activation; S. cerevisiae fusion-defective mutant growth rescue, CellTiterGlo 48 h; Potency, µM (highest dose often 46.1 µM), without a hit: at the top dose growth rescue (activation), hits mostly activators; actives 0.23% (n = 320,000); AID 485298;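 also: potency is read from the fitted curve at half-maximal effect; % of control where 0% means no effect; nearly all actives have a fitted effect of over 45% in size; temperature-sensitive fusion mutants such as fzo1-1 at 37 °C on non-fermentable ethanol glycerol medium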
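Read-out: ATP-based luminescence (CellTiterGlo, 10 min ambient) reporting growth of fusion-defective ts yeast after 48 hours at 37C on glycerol/ethanol YPEG medium in the presence of compound.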
B2AR arrestin: recruits beta-arrestin to the human beta2-adrenergic receptor | beta-arrestin recruitment to beta2AR, cell-based reporter | Potency, µM (series often up to 46.1 µM), inactives show top-dose activation, usual class: activators | actives 0.02% (n = 330,000) | AID 492947;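 also: potency is read from the fitted curve at half-maximal effect; 0% = DMSO controls and full agonism = EC100 isoproterenol or metaproterenol; nearly all actives have a fitted effect of over 65% in size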
Target sequence (P07550 whole entry, looked up): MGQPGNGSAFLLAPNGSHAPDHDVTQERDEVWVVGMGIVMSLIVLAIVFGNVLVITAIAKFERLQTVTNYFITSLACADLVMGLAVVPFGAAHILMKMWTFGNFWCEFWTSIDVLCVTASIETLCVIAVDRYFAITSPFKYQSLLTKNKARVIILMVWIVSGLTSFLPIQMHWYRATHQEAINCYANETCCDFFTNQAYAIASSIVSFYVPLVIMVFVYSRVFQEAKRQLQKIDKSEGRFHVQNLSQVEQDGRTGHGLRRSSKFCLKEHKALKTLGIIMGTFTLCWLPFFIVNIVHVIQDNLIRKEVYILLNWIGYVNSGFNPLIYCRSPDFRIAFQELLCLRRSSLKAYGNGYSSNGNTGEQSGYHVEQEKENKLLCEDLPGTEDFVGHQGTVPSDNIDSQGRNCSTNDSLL
uPA surface inh: blocks generation of uPA at the cell surface. cell surface uPA generation assay, qHTS. Potency, µM (series often up to 38.3 µM), for inactives: at the top dose activity change, negative = inhibition, actives largely listed as inhibitors. actives 0.31% (n = 330,000); active = well fitted inhibition curve with a large enough effect; inconclusive = small, poorly fitted or top-dose-only effect; inactive = no such curve, though single readings can be large or run the other way; tested in mouse RAW 264.7 cells; also: potency is read from the fitted curve at half-maximal effect; % is scaled to controls: 0 for no effect and ±100 for the full control effect; nearly all actives have a fitted effect of over 55% in size
TSHR antag: blocks TSH signaling through the human TSH receptor; P16473; TSHR-expressing cells, TSH-stimulated cAMP HTRF, 2 h; active compounds read low; activity change, negative = inhibition, % at 11.5 µM; actives 0.2% (n = 330,000);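 active = activity change below a set negative limit, meaning inhibition stronger than a set level, cut at about -70% in these data; inconclusive = activity change between two set negative limits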; also: % is scaled to controls: 0 for no effect and ±100 for the full control effect
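Cell-based HTRF cAMP assay; TSHR cells + compound, TSH EC80 (4nM final), 2 h, 37 deg C. Lysis with anti-cAMP cryptate and cAMP-d2, 30 min RT, read 665/620 nm.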
TCR act: activates T cell receptor signaling; primary human leukocytes, anti-CD3, IL-2 HTRF, 48 h; Potency, µM (top dose mostly 9.22 µM), inactives show top-dose activation of IL-2 secretion, usual class: activators; 330,000 tested, under 10 active; also: % of control where 0% means no effect
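Compounds are tested in HTS on primary human leukocytes co-incubated with a-CD3 beads for 48 hr. IL-2 output is measured by time-resolved FRET.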
PTAP TSG101 blk: blocks PTAP/TSG101 interaction to inhibit HIV-1 budding; Potency, µM (series often up to 115 µM), inactives show at the top dose activity change, negative = inhibition, usual class: inhibitors; 340,000 tested, under 10 active; Fluorescence polarization, FITC-PTAP peptide / Tsg101 binding; active = well fitted inhibition curve with a large enough effect in the main read-out, with a control signal flat, not every such curve was filed as active; inconclusive = small, poorly fitted or top-dose-only effect, or effect the other way, or a change in a side signal; inactive = no such curve, though single readings can be large or run the other way; also: potency is read from the fitted curve at half-maximal effect; % of control where 0% means no effect
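Fluorescence polarization binding of Tsg101 binding domain (10 uM final) to FITC-labeled PTAP peptide (50 nM final) in HEPES pH 7.5 buffer with NaCl, Tween 20, EDTA, TCEP. Compounds added before peptide; binding 20 min at RT.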
ELG1 repair inh: ELG1-dependent DNA repair inhibition | HEK293T ELG1-luciferase reporter, luminescence, 16 h; DNA damage induced by 5-fluorouridine | actives 2.3% (n = 330,000) | Potency, µM (highest dose often 46.1 µM), for inactives: at the highest dose activity change, negative = inhibition, hits mostly inhibitors | AID 504467; also: potency is read from the fitted curve at half-maximal effect; % is scaled to controls: 0 for no effect and ±100 for the full control effect; nearly all actives have a fitted effect of over 55% in size
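Step one: seed 2,000 cells per well. Step two: pin-transfer compound or DMSO alongside 5-fluorouridine. Step three: incubate 16 hr, 37 °C, 5% CO2. Step four: add ONE-Glo, wait 30 min, read luminescence.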
USP2a block: USP2a (human) protease inhibition. Potency, µM (series often up to 38.3 µM), without a hit: at the top dose activity change, negative = inhibition, hits mostly inhibitors. AID 463254. O75604. USP2 core, Ub-CHOP2 coupled fluorogenic reporter, 485/531. actives 0.01% (n = 330,000);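 also: potency is read from the fitted curve at half-maximal effect; plate controls were DMSO wells for no effect and full inhibition by NEM control for full effect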
Target sequence (O75604 whole entry, looked up): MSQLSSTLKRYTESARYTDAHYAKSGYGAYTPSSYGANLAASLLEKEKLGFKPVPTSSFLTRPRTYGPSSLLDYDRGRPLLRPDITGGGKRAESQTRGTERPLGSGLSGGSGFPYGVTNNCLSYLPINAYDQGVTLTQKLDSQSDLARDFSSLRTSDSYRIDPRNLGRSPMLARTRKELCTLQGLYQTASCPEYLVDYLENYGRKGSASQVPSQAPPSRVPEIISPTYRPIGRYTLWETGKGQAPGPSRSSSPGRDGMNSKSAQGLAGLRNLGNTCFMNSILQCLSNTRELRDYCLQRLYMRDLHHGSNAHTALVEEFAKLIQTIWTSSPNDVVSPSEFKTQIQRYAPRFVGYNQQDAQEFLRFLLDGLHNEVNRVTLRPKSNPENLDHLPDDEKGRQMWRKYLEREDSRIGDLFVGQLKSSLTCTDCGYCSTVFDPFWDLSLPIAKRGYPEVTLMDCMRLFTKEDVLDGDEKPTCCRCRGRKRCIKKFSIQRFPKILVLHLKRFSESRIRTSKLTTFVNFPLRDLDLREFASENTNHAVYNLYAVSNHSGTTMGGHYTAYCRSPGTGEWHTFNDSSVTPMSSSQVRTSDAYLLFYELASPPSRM
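Cell-free coupled assay: 10nM USP2 core preincubated 30min RT with compound in Tris-HCl pH 8.0/CaCl2/CHAPS buffer, then 25nM Ub-CHOP2 and 25nM reporter substrate; fluorescence (Ex 485/Em 531) read after 60min RT, normalized to NEM inhibition, concentration-response curves fitted.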
Eya2 inh: Eya2 (human) phosphatase inhibition. actives 0.006% (n = 330,000). recombinant Eya2, OMFP fluorescence dephosphorylation (OMFP is methylfluorescein phosphate). Potency, µM (highest dose often 76.9 µM), without a hit: at the highest dose activity, negative = inhibition, most hits filed as inhibitors. AID 488837; also: potency is read from the fitted curve at half-maximal effect; % is scaled to controls: 0 for no effect and ±100 for the full control effect
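Eya2 (0.2 uM) preincubated 10 min at ambient with compound, then OMFP substrate added at 50 uM; 10 min reaction in 50 mM HEPES pH 7.5, 50 mM NaCl, 5 uM MgCl2, 0.05% BSA, 1 mM DTT. Fluorescence read at Ex 485/Em 525 nm.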
BCR signal inh: blocks chronic active B-cell receptor signaling. ABC-DLBCL IkBa-CBG/CBR reporter, luminescence ratio, 4 h. actives 0.05% (n = 340,000). Potency, µM (titrated, usually from 46.1 µM), inactives show at the highest dose ratio change, negative = lower green/red ratio, most hits filed as inhibitors; active = well fitted inhibition curve with a large enough effect in the signal ratio, with a control signal flat, not every such curve was filed as active; inconclusive = small, poorly fitted or top-dose-only effect, or effect the other way, or a change in a side signal; the % refers to the signal ratio;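 also: potency is read from the fitted curve at half-maximal effect; plate controls were basal doxycycline-induced cells for no effect and cells given 10 µM MG132 for full effect; MG132 reads +100%, hits lower the ratio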
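Cell line TMD8 (human ABC DLBCL), stably expressing tet-inducible CBG68-IkBa fusion and CBR; IMDM/0.5% FBS; cpd up to 46 uM; dox induction, 4 h, 37C/5% CO2; dual luminescence; green/red ratio; MG132 control.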
Tb PFK inh: T. brucei PFK enzyme inhibition; T. brucei PFK, ADP-Glo luminescence; Potency, µM (highest dose often 57.5 µM), for inactives: top-dose activity, negative = inhibition, actives largely listed as inhibitors; actives 0.17% (n = 330,000); AID 485367;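 also: potency is read from the fitted curve at half-maximal effect; 0% = uninhibited 1x PFK enzyme wells and -100% = no-enzyme wells; nearly all actives have a fitted effect of over 60% in size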
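ADP-Glo luminescence quantified ADP after 45 min at room temperature, with 1.25 nM T. brucei PFK, 0.1 mM ATP and 0.5 mM fructose-6-phosphate in pH 8.0 TEA buffer. qHTS titrations up to 57 µM; curves classified by quality.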
Active calls of the source: *; ? = inconclusive; · = not tested or not shown; [ ] = dose if it differs, or a comment. Unless noted, calls follow the shape of the dose curve; as a rule, active = well fitted curve in the direction sought with a large enough effect; inconclusive = small, poorly fitted or top-dose-only effect, or another doubt; inactive = no such curve, though single readings can be large; an effect the other way counts as inactive or inconclusive.

SMILES	Mito fusion yeast	B2AR arrestin	uPA surface inh	TSHR antag	TCR act	PTAP TSG101 blk	ELG1 repair inh	USP2a block	Eya2 inh	BCR signal inh	Tb PFK inh
CCO[C@H]1OC(C(=O)N2CCN(C)CC2)=C[C@@H](C2CC2)[C@@H]1CCCO	4%	-0.6%	9%	-16	-5%	·	16%	2%	-3%	16%	-4%
CC(C)(C)c1ccc(/C=C/C(=O)Nc2cccnc2)cc1	4%	0.0%	-10%	-4	-7%	-4%	?	0%	-1%	0%	1%
Cc1ccc(C(=O)NC2CCCC2)s1	1%	0.3%	4%	-5	-6%	-4%	?	-2%	-2%	2%	5%
C=CCn1c(SCC(=O)c2ccc(O)c(O)c2)nnc1-c1cccc(Cl)c1	-4%	0.1%	?	-25	8%	2%	-5%	3%	8%	-8%	-4%
CN1C(=S)N(c2ccccc2)C(=O)/C1=C/c1cccs1	-3%	-0.4%	-2%	-5	7%	-1%	?	6%	-1%	-2%	1%
O=S(=O)(Nc1ccc(Br)cn1)c1cccs1	-3%	0.0%	-7%	-2	1%	-6%	-7%	0%	-4%	-1%	2%
N#Cc1ccccc1NC(=O)C(=O)NCCCN1CCCC1=O	-2%	-0.8%	8%	4	-2%	-4%	?	1%	6%	11%	-7%
COc1ccc(CCNC(=O)CSc2nc3c(c(=O)n(C)c(=O)n3C)n2C)cc1OC	-1%	-0.4%	1%	0	0%[46.1 µM]	-4%	12%	2%	-2%	0%	1%
O=C(NC1CCCC1)c1cccc(S(=O)(=O)Nc2ccccc2F)c1	3%	0.1%	5%	8	-2%	-12%	-24%	-2%	6%	0%	-3%
COc1ccccc1NC(=O)N1CCN(c2ccc(F)cc2)CC1	-1%	-0.4%	0%	-2	7%[46.1 µM]	-1%	-10%	3%	-11%	?	-4%
CCOc1ccc2[nH]c(=O)c(CN(CC3COCCO3)C(=O)c3ccc(C)cc3)cc2c1 (configuration not stated)	-5%	-0.3%	?	-5	-3%	-7%	-12%	0%	3%	?	-3%
CCCNC(=O)Cc1ccsc1	-2%	-0.1%	2%	5	-3%[46.1 µM]	2%	0%	-4%	-2%	?	-1%
Cc1nc(N)c(C#N)c(-c2cccnc2)c1C	0%	-0.3%	0%	0	6%	-4%	?	-1%	-35%	2%	-9%
C[C@H]1CCC2[C@](C)(CO)[C@@H](O)CC[C@]2(C)[C@@]12CCC(CO)(CCO)O2 (some centres not stated)	-1%	-0.8%	2%	-8	-2%	-5%	-1%	-2%	-2%	-2%	2%
CCCCOC(=O)CSc1nnc(-c2cc(OC)c(OC)c(OC)c2)o1	3%	2.4%	2%	-14	-35%	-5%	-3%	0%	-4%	-2%	-1%
CCn1cc(C(=O)N(C)c2ccc(OC)cc2OC)c2cc(OC)c(OC)cc2c1=O	7%	0.0%	-33%	-2	2%	-1%	15µM*	2%	-3%	-8%	0%
O=C(NC(=S)Nc1ccccc1)c1cc([N+](=O)[O-])ccc1N1CCOCC1	1%	-0.9%	4%	1	8%	-4%	16%	3%	11%	-4%	4%
CCOC(=O)c1csc(NC(=O)C(C)(C)C)n1	1%	-0.1%	1%	0	-4%	-8%	?	3%	-11%	?	1%
CC(=O)Nc1cccc(NC(=O)CSc2nnnn2C)c1	1%	-0.1%	·	2	·	·	17%	0%	-3%	-17%	-3%
CN(CCC#N)C(=O)c1cc2c(s1)-c1ccccc1SC2	3%	-0.2%	-5%	-6	-2%	0%	?	3%	-21%	?	2%
COc1ccc([C@H]2CC(=O)C=C(c3ccc(-c4ccccc4)c(F)c3)C2)cc1OC	-5%	0.2%	8%	-11	9%	·	?	1%	6%	?	5%
CCOC(=O)CCCNC(=O)CCCNC(=O)C(c1ccccc1)c1ccccc1	-1%	3.1%	·	8	2%	-6%	-8%	5%	-1%	8%	9%
COc1ccc(CCNC(=O)C2CCN(S(=O)(=O)c3cccc4nsnc34)CC2)cc1OC	-1%	-0.5%	5%	18	-5%	-1%	-1%	1%	5%	9%	4%
Cc1ccc2nc(-c3ccccc3)c(CN3CCSCC3)n2c1	-1%	-0.1%	2%	19	1%	1%	-13%	5%	3%	12%	0%
[O-][n+]1ccccc1SCc1ccccc1	0%	-0.1%	0%	1	7%	-3%	13%	-2%	5%	-1%	9%

4 entries from above, reformatted:
| compound | Mito fusion yeast | B2AR arrestin | uPA surface inh | TSHR antag | TCR act | PTAP TSG101 blk | ELG1 repair inh | USP2a block | Eya2 inh | BCR signal inh | Tb PFK inh |
| --- | --- | --- | --- | --- | --- | --- | --- | --- | --- | --- | --- |
| CC(=O)Nc1cccc(NC(=O)CSc2nnnn2C)c1 | 1% | -0.1% | · | 2 | · | · | 17% | 0% | -3% | -17% | -3% |
| CN(CCC#N)C(=O)c1cc2c(s1)-c1ccccc1SC2 | 3% | -0.2% | -5% | -6 | -2% | 0% | ? | 3% | -21% | ? | 2% |
| COc1ccc([C@H]2CC(=O)C=C(c3ccc(-c4ccccc4)c(F)c3)C2)cc1OC | -5% | 0.2% | 8% | -11 | 9% | · | ? | 1% | 6% | ? | 5% |
| CCOC(=O)CCCNC(=O)CCCNC(=O)C(c1ccccc1)c1ccccc1 | -1% | 3.1% | · | 8 | 2% | -6% | -8% | 5% | -1% | 8% | 9% |

Further entries.
SMILES	Mito fusion yeast	B2AR arrestin	uPA surface inh	TSHR antag	TCR act	PTAP TSG101 blk	ELG1 repair inh	USP2a block	Eya2 inh	BCR signal inh	Tb PFK inh
CCOC(=O)CNC(=O)N1CCc2ccc(NC(=O)c3ccccc3Cl)cc2C1	1%	-0.3%	?	-8	4%	-6%	7%	-1%	19%	?	-4%
CCN(CC)C(=O)c1cccc(-c2ccc(OC)cc2)c1	4%	-0.1%	-2%	-8	1%	-4%	?	0%	-7%	?	-6%
O=C(c1ccc(=O)n(Cc2ccc(Cl)c(Cl)c2)c1)N1CCOCC1	3%	-0.4%	3%	19	4%	-4%	19%	-1%	-15%	-5%	-11%
Cc1ccccc1-n1c(C)nnc1SCC(=O)N1CCc2ccccc2C1	3%	0.1%	0%	6	2%[46.1 µM]	1%	1%	3%	6%	0%	-3%
CCCc1nnc(NC(=O)CCCN2C(=O)c3ccccc3C2=O)s1	3%	-0.3%	-1%	-1	-3%	-4%	7%	3%	0%	1%	0%
O=C(COC(=O)c1cc([N+](=O)[O-])ccc1N1CCCC1)Nc1ccccc1OC(F)F	9%	0.8%	0%	12	0%	-3%	?	1%	12%	0%	-13%
CCOc1nc(OCC)nc(-n2cc(-c3ccccc3)nn2)n1	-10%	-0.2%	-1%	-5	1%	-4%	-22%	-1%	3%	2%	2%
O=C(O)Cn1nc(-c2ccccc2)c2ccccc2c1=O	0%	-0.4%	·	4	1%	-9%	?	3%	9%	5%	-2%
O=[N+]([O-])c1cccc(-c2ncc3ccccn23)c1	-5%	-0.1%	-7%	-5	5%	2%	?	2%	5%	-2%	0%
Clc1cccc(OCCn2ccnc2)c1	-9%	-0.5%	1%	-1	·	1%	3%	0%	-7%	-2%	27µM*
Cc1cccc(N2CCN(C(=O)c3ccc(NC(=O)C4CCCO4)cc3)CC2C)c1 (configuration not stated)	0%	0.0%	1%	9	2%	-5%	-14%	3%	4%	?	17%
Cc1cccc(NC(=O)Nc2nnc(N3CCCCC3C)s2)c1C (configuration not stated)	2%	-0.8%	-18%	33	-3%	-1%	17%	1%	9%	?	-1%
CC(C)NC(=S)N(C)C1(c2ccccc2Cl)CCCCC1=O (configuration not stated)	18%	-0.8%	-2%	-1	-2%[46.1 µM]	-1%	0%	1%	-11%	7%	-18%
CCNC(=O)CN(c1ccc(CC)cc1)S(C)(=O)=O	-2%	-0.1%	1%	4	-2%	-5%	12%	-7%	-5%	9%	-6%
Nc1nc(CSc2nnnn2-c2ccc(Cl)cc2)nc(N2CCOCC2)n1	1%	-0.2%	2%	-26	1%	-1%	5%	1%	1%	2%	1%
